Assay outcomes as filed in PubChem.
PP5 inh: inhibitors of human protein phosphatase 5 (PP5). P53041. purified PP5c, OMFP substrate fluorescence. inhibition, % at 6.7 µM. 320,000 compounds, 0.18% hits;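 active = inhibition above the campaign's mean inhibition across all tested compounds plus 3 SD, cut at about 9.5% in these data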;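 note: 0% = DMSO only and 100% = 100 µM cantharidin control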
TPT1 inhibitor: inhibitors of Candida albicans tRNA 2'-phosphotransferase TPT1. 300,000 compounds, 0.81% hits. AID 1962. inhibition, % at 5 µM. recombinant caTPT1, FP RNA substrate dephosphorylation;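 active = inhibition above the mean of all tested compounds plus 3 SD, set per screening campaign, cut at about 24% in these data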;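 note: plate controls were DMSO alone for no effect and ferristatin control at 100 nM for full effect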
EBNA-1 inhibitor: blocks EBNA-1 binding to DNA | EBNA-1 DNA binding, fluorescence polarization | inhibition, % at 14.8 µM | 300,000 compounds, 0.34% hits; in the data active = inhibition above about 28%
core dimer inh: blocks dimerization of HCV core protein; TR-FRET GST/Flag-core106 dimerization, 1536-well; inhibition, % at 5 µM; 300,000 compounds, 0.33% hits; AID 1899;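 active = inhibition above the mean of all tested compounds plus 3 SD, set per screening campaign, cut at about 45% in these data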
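Test system: GST/Flag-tagged HCV core106 proteins; Medium: KF-containing HEPES buffer, pH 7.45, DTT, CHAPS, BSA; Times: compound-protein-antibody incubation 4 h at 22.5 °C; Detection: TR-FRET 671 and 617 nm emission; Benchmarks: wells lacking GST-core106 and wells with excess unlabelled core106.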
ZTA counter: ZTA (EBV) inhibition in EBNA-1 counter-screen. P03206. ZTA-DNA binding, fluorescence polarization. inhibition, % at 11 µM. 320,000 compounds, 0.15% hits; in the data active = inhibition above about 33%
Target sequence (P03206 whole entry, looked up): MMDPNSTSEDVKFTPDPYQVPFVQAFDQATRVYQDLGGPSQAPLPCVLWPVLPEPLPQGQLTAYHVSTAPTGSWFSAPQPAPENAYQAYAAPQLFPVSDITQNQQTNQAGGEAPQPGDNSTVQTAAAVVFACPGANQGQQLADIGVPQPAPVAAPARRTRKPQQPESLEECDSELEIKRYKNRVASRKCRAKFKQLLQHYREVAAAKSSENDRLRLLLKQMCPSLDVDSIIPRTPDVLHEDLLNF
CTSL1 counter: cathepsin L1 inhibition, PFM18AAP counter-screen | recombinant F. hepatica cathepsin L1, Z-Leu-Arg-MCA fluorescence | inhibition, % at 5.96 µM | 300,000 compounds, 0.49% hits | AID 1906;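 active = inhibition above the mean of all tested compounds plus 3 SD, set per screening campaign, cut at about 17% in these data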;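 note: 0% = plate median of test compound wells and 100% = 1 µM Z-Phe-Ala-diazomethylketone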
Yeast superoxide: yeast age-related superoxide inhibition as caloric restriction mimetic; S. cerevisiae aged cells, superoxide DHE fluorescence; active compounds read low; superoxide response (% of plate mean), % at 10 µM; AID 2690; 330,000 compounds, 0.18% hits;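 active = superoxide response under a set limit, about three screen SD below normal, cut at about 65% in these data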;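 note: yeast aged for seven days with compound at 30 °C before DHE staining; 100% = average MFI of all compound-treated wells on the plate with controls excluded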
PP1 counter: blocks human PP1-alpha phosphatase, a PP5 counter-screen; P62136; purified PP1alpha, OMFP fluorescence; inhibition, % at 6.7 µM; 320,000 compounds, 0.9% hits;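 active = inhibition above the mean inhibition of all tested compounds plus 3 SD, computed separately for each screening campaign, cut at about 15% in these data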
Target sequence (P62136 whole entry, looked up): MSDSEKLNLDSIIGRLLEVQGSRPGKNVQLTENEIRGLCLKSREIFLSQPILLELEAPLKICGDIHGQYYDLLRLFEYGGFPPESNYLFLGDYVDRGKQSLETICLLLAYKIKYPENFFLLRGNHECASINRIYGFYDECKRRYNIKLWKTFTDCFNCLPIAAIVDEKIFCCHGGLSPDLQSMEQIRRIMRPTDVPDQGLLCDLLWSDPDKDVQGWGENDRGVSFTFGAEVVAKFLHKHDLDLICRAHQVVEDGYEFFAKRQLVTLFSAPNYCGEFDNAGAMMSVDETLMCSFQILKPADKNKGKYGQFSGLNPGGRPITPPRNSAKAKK
GASC-1 inh: human JMJD2C demethylase inhibition | Q9H3R0 | GST-JMJD2C(1-420) H3K9me3 demethylation, DELFIA europium | inhibition, % at 2.35 µM | 330,000 compounds, 0.069% hits;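 active = more than half of a compound's replicate wells show inhibition beyond 50%, single wells judged on their own value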;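 note: signal counts dimethyl H3K9 product captured on neutravidin plate; 0% = median of DMSO wells and 100% = 0.3 times that DMSO median; strong numbers were not always called active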
Target sequence (Q9H3R0 1-420 limits assumed): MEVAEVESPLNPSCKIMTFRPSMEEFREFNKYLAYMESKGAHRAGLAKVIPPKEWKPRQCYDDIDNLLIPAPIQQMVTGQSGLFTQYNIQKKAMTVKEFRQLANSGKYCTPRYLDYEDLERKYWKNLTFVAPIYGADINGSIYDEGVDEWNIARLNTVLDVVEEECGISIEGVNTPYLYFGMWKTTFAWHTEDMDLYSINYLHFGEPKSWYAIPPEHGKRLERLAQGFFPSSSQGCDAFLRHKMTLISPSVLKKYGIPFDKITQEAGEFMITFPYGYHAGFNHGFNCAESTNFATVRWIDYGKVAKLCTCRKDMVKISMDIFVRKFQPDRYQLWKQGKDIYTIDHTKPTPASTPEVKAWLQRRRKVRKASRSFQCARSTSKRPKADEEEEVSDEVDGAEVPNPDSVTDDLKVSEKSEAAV
Starred values were filed as active, the others as inactive; & = joins results of further samples. Compounds were not picked by outcome; overall some 3.1% were active at least once.

SMILES | PP5 inh | TPT1 inhibitor | EBNA-1 inhibitor | core dimer inh | ZTA counter | CTSL1 counter | Yeast superoxide | PP1 counter | GASC-1 inh
COc1ccccc1CNC(=O)C(NS(=O)(=O)c1ccc2c(c1)OCCO2)C(C)C (stereo not drawn) | 0.7 | -1 | 1 | -4 | -5 | -2 | 99 | -4 | -4
CN(C)C(=O)CN1c2cccc3cccc(c23)S1(=O)=O | 0.3 | -3 | -10 | 0 | -28 | 8 | 108 | 1 | 4
Cc1cccc2cc(CN(CC3CCCO3)C(=O)c3ccncc3)c(=O)[nH]c12 (stereo not drawn) | 0.2 | -1 | 7 | -2 | -2 | -1 | 98 | -2 | -11
C=CCSc1nnc(C)n1-c1ccc(Cl)cc1 | -1.0 | -1 | 10 | 0 | 1 | 0 | 97 | -7 | -2
CCc1noc(C)c1C(=O)Nc1cc(S(=O)(=O)N(CC)CC)ccc1N1CCCC1 | -0.1 | 1 | -7 | 2 | 3 | 3 | 95 | 3 | -6
CC1(C)CCCN(Cc2c(O)ccc3c(=O)c(-c4nc5ccccc5s4)c(N)oc23)C1 | -1.5 | 2 | 1 | 2 | 17 | 4 | 106 | -3 | 6
CC(C)(C)c1ccc(C(=O)COC(=O)CN2C(=O)NC3(CCCC3)C2=O)cc1 | 2.4 | -4 | 10 | -6 | -2 | -12 | 96 | -1 | 10
CC(C)N=c1cc2n(-c3ccc(Cl)cc3)c3ccccc3nc-2cc1Nc1ccc(Cl)cc1 | 4.7 | -19 | 3 | -1 | -22 | -3 | 69 | 4 | -34
CC(=O)OC(C(=O)NC1CCCCC1)c1ccncc1 (stereo not drawn) | 0.4 | -6 | 14 | -6 | 10 | -29 | 86 | -3 | -8
O=C(NCc1ccccc1)c1onc(CS(=O)(=O)c2ccc(Cl)cc2)c1C(=O)NCc1ccccc1 | -1.1 | -2 | 7 | 9 | 11 | 3 | 109 | -3 | -2
COc1cc(OC)c(N(C)S(=O)(=O)c2cccc(C(=O)NC3=NCCS3)c2)cc1Cl | 2.0 | 3 | 6 | 3 | 5 | -4 | 106 | -2 | 4
CC(=O)N(c1ccc(Cl)cc1)c1cn(C(C)=O)c2ccccc12 | 1.0 | 2 | -3 | 0 | -4 | -7 | 109 | -2 | -17
CC(c1ccccc1)N1CCn2c(nc3cc(NC(=O)NC4CCCCC4)ccc32)C1 (stereo not drawn) | 1.2 | 8 | -4 | 9 | -2 | -3 | 75 | 10 | -4
CC1(C)CC(=O)N(CC(=O)NC2CCCC2)c2ccccc2S1(=O)=O | 2.4 | -1 | 1 | 2 | -3 | 2 | 104 | 0 | 13
CCN(CC)c1ccc(NC(=O)COc2ccc(N(C)S(=O)(=O)c3cccs3)cc2)cc1 | 0.1 | -1 | -8 | 5 | 2 | 0 | 96 | 2 | -13
S=C(NCCc1ccccc1)N1CCN(Cc2ccccc2)CC1 | 4.8 | -5 | 3 | -9 | -7 | 5 | 89 | 0 | 5
O=C(CSc1ccc([N+](=O)[O-])cn1)Nc1cc(C(F)(F)F)ccc1N1CCOCC1 | 2.8 | 0 | 1 | -9 | -10 | -1 | 98 | 1 | -17
CCOc1ccccc1NC(=S)NC(=O)C1CCCCC1 | 3.5 | -2 | -1 | 4 | -15 | -1 | 110 | 3 | 3
Cc1cc(C(=O)N/N=C/C=C/c2ccc3c(c2)OCO3)n[nH]1 | 2.3 | -2 | -1 | -12 | -4 | 2 | 98 | -4 | 23
C=CCN1C(=O)C(CC(=O)Nc2ccc(OC)cc2)N(Cc2ccco2)C1=S (stereo not drawn) | 2.7 | -2 | -1 | 1 | -9 | 5 | 105 | -1 | -2
Cc1cc(C)c(OCC(=O)OCCNC(=O)c2cccnc2)c(C)c1 | -0.3 | -1 | 7 | 0 | -19 | 1 | 103 | 1 | 20
COc1cc(NC(=O)c2ccco2)c(OC)cc1NC(=O)c1cc(OC)c(OC)c(OC)c1 | 2.6 | -5 | -9 | 0 | -15 | 0 | 95 | 2 | 7
CC1(C(=O)OCC(=O)c2c[nH]c3ccccc23)CC1(Cl)Cl (stereo not drawn) | 6.0 | -1 | -3 | 2 | 9 | 0 | 90 | 3 | 2
O=C(c1ccccn1)N1N=C2/C(=C/c3ccc(F)cc3)CCCC2C1c1ccc(F)cc1 (stereo not drawn) | 3.3 | -1 | 15 | 7 | -36 | 8 | 90 | 1 | 7
Cc1c(CC(=O)N[C@@H](CCCNC(N)=O)C(=O)O)c(=O)oc2cc3oc4c(c3cc12)CCCC4 | 1.4 | 1 | 2 | -2 | -12 | 2 | 96 | 1 | -4

Complete entries, looked up by structure:
`Cc1cc(C)c(OCC(=O)OCCNC(=O)c2cccnc2)c(C)c1` is entered as PP5 inh: -0.3; TPT1 inhibitor: -1; EBNA-1 inhibitor: 7; core dimer inh: 0; ZTA counter: -19; CTSL1 counter: 1; Yeast superoxide: 103; PP1 counter: 1; GASC-1 inh: 20
`CC1(C)CC(=O)N(CC(=O)NC2CCCC2)c2ccccc2S1(=O)=O` is entered as PP5 inh: 2.4; TPT1 inhibitor: -1; EBNA-1 inhibitor: 1; core dimer inh: 2; ZTA counter: -3; CTSL1 counter: 2; Yeast superoxide: 104; PP1 counter: 0; GASC-1 inh: 13
`Cc1cccc2cc(CN(CC3CCCO3)C(=O)c3ccncc3)c(=O)[nH]c12` (stereo not drawn) is entered as PP5 inh: 0.2; TPT1 inhibitor: -1; EBNA-1 inhibitor: 7; core dimer inh: -2; ZTA counter: -2; CTSL1 counter: -1; Yeast superoxide: 98; PP1 counter: -2; GASC-1 inh: -11

The listing picks up with the four entries that preceded the break.
SMILES | PP5 inh | TPT1 inhibitor | EBNA-1 inhibitor | core dimer inh | ZTA counter | CTSL1 counter | Yeast superoxide | PP1 counter | GASC-1 inh
COc1cc(NC(=O)c2ccco2)c(OC)cc1NC(=O)c1cc(OC)c(OC)c(OC)c1 | 2.6 | -5 | -9 | 0 | -15 | 0 | 95 | 2 | 7
CC1(C(=O)OCC(=O)c2c[nH]c3ccccc23)CC1(Cl)Cl (stereo not drawn) | 6.0 | -1 | -3 | 2 | 9 | 0 | 90 | 3 | 2
O=C(c1ccccn1)N1N=C2/C(=C/c3ccc(F)cc3)CCCC2C1c1ccc(F)cc1 (stereo not drawn) | 3.3 | -1 | 15 | 7 | -36 | 8 | 90 | 1 | 7
Cc1c(CC(=O)N[C@@H](CCCNC(N)=O)C(=O)O)c(=O)oc2cc3oc4c(c3cc12)CCCC4 | 1.4 | 1 | 2 | -2 | -12 | 2 | 96 | 1 | -4
N#CC1=C2SCC(O)(c3ccccc3)N2C(=O)CC1c1ccccc1 (stereo not drawn) | 0.5 | -1 | 0 | 10 | 13 | 6 | 102 | 3 | 1
COc1ccccc1N1CCN(c2cc(=O)n(-c3ccccc3Cl)c(=O)[nH]2)CC1 | -1.9 | 2 | 4 | 1 | 8 | 0 | 99 | -5 | 1
Cc1c([N+](=O)[O-])c(N)nn1C | 2.0 | 2 | -8 | 1 | 1 | -1 | 93 | -3 | -2
C(=N\c1nc2ccccc2n1CCN1CCCCC1)/c1ccc2c(c1)OCO2 | -1.2 | -2 | 0 | -1 | -1 | -2 | 113 | -10 | 19
O=C(CN(c1ccc2c(c1)OCCO2)S(=O)(=O)c1ccccc1)NCc1ccco1 | 2.2 | -5 | 8 | 1 | 7 | -2 | 99 | 3 | 2
Cc1ccc(C(=O)c2cn[nH]c2-c2cc(Cl)ccc2O)cc1 | 3.0 | -2 | 12 | 3 | 5 | 3 | 102 | 1 | 1
CC(=O)Oc1ccc2oc(C)c(C(=O)N3CCOCC3)c2c1 | -0.1 | 1 | 4 | -4 | 0 | -5 | 80 | -3 | 3
Cc1ccc(C(=O)CNc2ccccc2)cc1 | 1.7 | -3 | -12 | -1 | -2 | -1 | 100 | 0 | 51
Cn1c(=NC(=O)CN2C(=O)C3CC=CCC3C2=O)sc2ccccc21 (stereo not drawn) | 4.6 | -3 | -10 | 24 | -15 | 0 | 105 | 9 | 10
CCOC(=O)CSc1nc(C)c2ccccc2n1 | 4.2 | -4 | 6 | 3 | 0 | 1 | 94 | -2 | -1
COc1ccc(NC(=O)N2CCN(S(C)(=O)=O)CC2)c(OC)c1 | -0.5 | -2 | 8 | 2 | 4 | -2 | 97 | 0 | 23
CCCc1cc(C(=O)NCC(C)C)no1 | -8.6 | -4 | -13 | -9 | 12 | 4 | 103 | -1 | 5
COc1cccc(F)c1C(C[N+](=O)[O-])c1c(N)n(C)c(=O)n(C)c1=O (stereo not drawn) | 1.1 | -2 | -8 | 1 | -8 | 2 | 129 | 5 | -2
COc1ccccc1NC1=NC(CO)(CO)CS1 | -0.4 | 1 | 7 | -3 | 14 | 0 | 94 | -3 | -12
CC(C)Oc1ccc(C(=O)Nc2ccc(NC(=O)c3ccco3)c(Cl)c2)cc1 | 4.7 | -8 | -10 | 2 | -10 | 2 | 123 | 2 | -13
COc1ccc(C(=O)Nc2ccnc(-c3cccnc3)n2)cc1 | -0.6 | -2 | 0 | 0 | 12 | 4 | 114 | -4 | -3
Cc1sc2ncn(CC(=O)N3CCN(c4ccccc4)CC3)c(=O)c2c1S(=O)(=O)N1CCOCC1 | 2.8 | 1 | -5 | 0 | 3 | 3 | 110 | 1 | 14
O=C(O)Cn1c(=O)c(F)cn(C2CCCO2)c1=O (stereo not drawn) | 0.2 | -1 | 5 | 3 | 4 | 1 | 91 | 0 | -9
CC(=O)Nc1cc(O)cc(O)c1 | -0.1 | -5 | 3 | -4 | 1 | 0 | 95 | 3 | 1
Cc1cc(C(=O)NCc2ccccc2Cl)c2ccccc2n1 | 5.8 | -1 | -5 | -107 | -18 | 4 | 102 | 0 | 1
CCOc1ccc(C2=Nc3ccccc3C(c3ccc(N4CCOCC4)cc3)=NN2)cc1 | 2.6 | 1 | -5 | 7 | 1 | 2 | 99 | -1 | 16
CC(C)N(C(=O)COC(=O)c1ccccc1C(=O)N1CCN(c2ccc(F)cc2)CC1)C(C)C | 1.5 | -3 | 7 | 1 | 3 | -5 | 93 | 2 | -19&3
C/C(=N/NC(=O)CCCOc1ccc(Cl)cc1Cl)c1ccc(C)o1 | 1.4 | 1 | -2 | 3 | -8 | 0 | 98 | -1 | 0
COc1cccc(CNC(=O)Cn2ccc3cc(S(=O)(=O)N4CCCCCC4)ccc32)c1OC | -0.8 | 3 | -4 | 11 | 8 | -1 | 110 | 2 | -25
CCc1ccc(C(=O)NCC2COc3ccccc3O2)o1 (stereo not drawn) | 0.8 | -1 | 5 | -5 | -2 | 1 | 86 | -2 | -9
COc1ccc(-n2c(Cc3cc(=O)[nH]c(=O)[nH]3)nnc2SCC(=O)N2CCC(C)CC2)cc1 | 2.6 | -3 | 3 | 3 | 1 | 2 | 95 | -7 | 0
CCN(CC)S(=O)(=O)c1ccc(NC2c3ccccc3C(=O)N2c2ccc(C)cn2)cc1 (stereo not drawn) | 1.2 | 4 | 1 | 19 | 16 | -2 | 97 | -3 | -7

Among those listed so far, 2 contain a COOH group:
SMILES | PP5 inh | TPT1 inhibitor | EBNA-1 inhibitor | core dimer inh | ZTA counter | CTSL1 counter | Yeast superoxide | PP1 counter | GASC-1 inh
Cc1c(CC(=O)N[C@@H](CCCNC(N)=O)C(=O)O)c(=O)oc2cc3oc4c(c3cc12)CCCC4 | 1.4 | 1 | 2 | -2 | -12 | 2 | 96 | 1 | -4
O=C(O)Cn1c(=O)c(F)cn(C2CCCO2)c1=O (stereo not drawn) | 0.2 | -1 | 5 | 3 | 4 | 1 | 91 | 0 | -9
